Compound activity from PubChem BioAssay.
Eya2 phos inh: qHTS Assay for Inhibitors of the Phosphatase Activity of Eya2. Potency, µM (doses to about 76.9 µM), for the others: at the top dose activity, negative = inhibition, hits mostly inhibitors. AID 488837, 2010. hit rate 0.006% among 330,000. Protein phosphatase EYA2 (Homo sapiens), O00167. recombinant Eya2, OMFP fluorescence dephosphorylation (OMFP is methylfluorescein phosphate); also: potency is read from the fitted curve at half-maximal effect
Target sequence (O00167 whole entry, looked up): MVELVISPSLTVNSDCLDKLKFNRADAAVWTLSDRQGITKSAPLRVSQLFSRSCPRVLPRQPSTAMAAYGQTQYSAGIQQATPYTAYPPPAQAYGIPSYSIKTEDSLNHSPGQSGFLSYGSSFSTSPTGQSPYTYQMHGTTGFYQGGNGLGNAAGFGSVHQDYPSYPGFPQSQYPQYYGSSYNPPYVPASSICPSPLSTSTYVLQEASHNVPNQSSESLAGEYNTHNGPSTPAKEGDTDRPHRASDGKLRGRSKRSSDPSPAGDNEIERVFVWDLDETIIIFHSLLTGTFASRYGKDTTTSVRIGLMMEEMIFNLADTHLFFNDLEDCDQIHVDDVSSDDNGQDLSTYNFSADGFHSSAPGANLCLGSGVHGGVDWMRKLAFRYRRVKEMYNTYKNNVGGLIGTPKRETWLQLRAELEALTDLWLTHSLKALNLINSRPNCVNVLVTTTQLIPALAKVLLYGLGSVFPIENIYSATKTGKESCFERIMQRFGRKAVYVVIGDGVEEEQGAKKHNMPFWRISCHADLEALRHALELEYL
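Eya2 (0.2 uM) preincubated 10 min at ambient with compound, then OMFP substrate added at 50 uM; 10 min reaction in 50 mM HEPES pH 7.5, 50 mM NaCl, 5 uM MgCl2, 0.05% BSA, 1 mM DTT. Fluorescence read at Ex 485/Em 525 nm.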
Coupling enz: qHTS Assay for Inhibitors of Fructose-1,6-bisphosphate Aldolase from Giardia Lamblia: Coupling assay counterscreen; coupling enzyme system counterscreen, AmpLite Red fluorescence; activity change, negative = inhibition, % at 58.2 µM, hits read low; hit rate 0.67% among 290,000; in the data active = activity change below about -30%
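Coupling enzymes only (glyceraldehyde-3-phosphate) + compound, at 57.5 uM final, 10 min RT; add substrate/coupling/AmpLite Red mix, 20 min RT; fluorescence ex 525/em 598 nm. Actives flag coupling-system interference.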
USP2a block: qHTS Assay for Inhibitors of Ubiquitin-specific Protease USP2a Using CHOP2 as the Reporter; hit rate 0.01% among 330,000; Potency, µM (highest dose often 38.3 µM), inactives show at the top dose activity change, negative = inhibition, most hits filed as inhibitors; Ubiquitin carboxyl-terminal hydrolase 2 (Homo sapiens), O75604; USP2 core, Ub-CHOP2 coupled fluorogenic reporter, 485/531;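 also: potency is read from the fitted curve at half-maximal effect; plate controls were DMSO wells for no effect and full inhibition by NEM control for full effect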
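USP2 core (10nM final) preincubated 30min RT with compound in 20mM Tris-HCl pH 8.0, 2mM CaCl2, 2mM beta-mercaptoethanol, 0.05% CHAPS; 25nM Ub-CHOP2 plus 25nM reporter substrate added, fluorescence (Ex485/Em531) read after 60min.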
B2AR arrestin: qHTS assay of beta-arrestin-biased ligands of beta2-adrenergic receptor; Beta-2 adrenergic receptor (Homo sapiens), P07550; beta-arrestin recruitment to beta2AR, cell-based reporter; Potency, µM (titrated, usually from 46.1 µM), without a hit: top-dose activation, actives largely listed as activators; hit rate 0.02% among 330,000; AID 492947, 2010;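 also: potency is read from the fitted curve at half-maximal effect; 0% = DMSO controls and full agonism = EC100 isoproterenol or metaproterenol; nearly all actives have a fitted effect of over 65% in size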
uPA surface inh: qHTS for Inhibitors of Cell Surface uPA Generation. cell surface uPA generation assay, qHTS. Potency, µM (highest dose often 38.3 µM), for inactives: at the top dose activity change, negative = inhibition, most hits filed as inhibitors. hit rate 0.31% among 330,000; active = well fitted inhibition curve with a large enough effect; inconclusive = small, poorly fitted or top-dose-only effect; inactive = no such curve, though single readings can be large or run the other way; tested in mouse RAW 264.7 cells; also: potency is read from the fitted curve at half-maximal effect; nearly all actives have a fitted effect of over 55% in size
KCNH2 WT inh: qHTS for Inhibitors of KCHN2 3.1: Wildtype qHTS; Voltage-gated inwardly rectifying potassium channel KCNH2 (Homo sapiens), Q12809; U2OS, BacMam KCNH2, thallium flux FluxOr; stronger effect = lower value; activity change, % at 1.84 µM; hit rate 0.37% among 340,000; AID 720551, 2013;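 active = maximum activity change below -70%; inconclusive = maximum activity change between -70% and -50%; inactive = maximum activity change above -50%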
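U2OS cells transduced with wild-type KCNH2 virus are loaded with FluxOr dye for 45 min, and thallium flux is measured in kinetic reads before and after stimulation buffer. Rate constants are normalized to DMSO controls.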
PKM2 activator: qHTS Assay for Activators of Human Muscle isoform 2 Pyruvate Kinase | Pyruvate kinase PKM (Homo sapiens), P14618 | purified PKM2, Kinase-Glo ATP luminescence, activation; response scale: 0% is enzyme alone, no compound | Potency, µM (highest dose often 57.5 µM), for the others: at the top dose activation, actives largely listed as activators | hit rate 0.34% among 260,000 | AID 1631, 2009; also: potency is read from the fitted curve at half-maximal effect; nearly all actives have a fitted effect of over 55% in size
Target sequence (P14618 whole entry, looked up, canonical isoform): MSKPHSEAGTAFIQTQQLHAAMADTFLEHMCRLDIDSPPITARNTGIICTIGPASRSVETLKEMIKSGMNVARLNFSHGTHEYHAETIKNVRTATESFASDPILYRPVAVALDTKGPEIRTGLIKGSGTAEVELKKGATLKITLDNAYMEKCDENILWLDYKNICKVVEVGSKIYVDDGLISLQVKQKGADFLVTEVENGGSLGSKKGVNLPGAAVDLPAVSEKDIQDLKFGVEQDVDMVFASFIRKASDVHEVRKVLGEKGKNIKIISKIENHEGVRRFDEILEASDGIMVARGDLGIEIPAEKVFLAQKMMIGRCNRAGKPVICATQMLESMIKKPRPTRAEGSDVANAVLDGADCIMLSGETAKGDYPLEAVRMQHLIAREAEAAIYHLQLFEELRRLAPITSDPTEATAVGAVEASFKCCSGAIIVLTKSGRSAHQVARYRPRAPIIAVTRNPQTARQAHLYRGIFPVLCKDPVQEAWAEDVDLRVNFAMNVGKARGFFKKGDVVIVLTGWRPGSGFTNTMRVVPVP
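hPK-M2, >95% pure; 0.1 mM ADP / 0.5 mM PEP final; imidazole pH7.2 buffer w/ 7 mM MgCl2, 50 mM KCl; 1 h RT; Kinase-Glo lum. Intermediate enzyme activity for dual inhibitor/activator qHTS.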
GALK inhibitor: qHTS Assay for Inhibitors of Human Galactokinase (GALK); P51570; Purified GALK, Kinase-Glo residual ATP luminescence; Potency, µM (top dose mostly 57.5 µM), for inactives: at the highest dose activity change, negative = inhibition, hits mostly inhibitors; hit rate 0.007% among 270,000; AID 1868, 2009; also: potency is read from the fitted curve at half-maximal effect
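Galactose (100 uM) and ATP (35 uM) were turned over by 5 nM GALK for 1 h at RT. Kinase-Glo Plus then converted the remaining ATP into a luminescent signal.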
Giardia kill: Small Molecules that selectively kill Giardia lamblia: qHTS. AID 540267, 2011. hit rate 0.15% among 340,000. activity change, % at 7.66 µM, hits read low. Giardia lamblia trophozoite viability; in the data active = activity change below about -80%; inconclusive = between about -30% and that limit;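 also: parasites exposed to compound for two days anaerobically before the ATP read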
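Trophozoite viability was measured as ATP-dependent luminescence, read 15-30 min after reagent addition. Before that, parasites at 100 cells/well were exposed to compounds for 48 h, anaerobically, at 37 deg C.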
BCR signal inh: qHTS Assay to Find Inhibitors of Chronic Active B-Cell Receptor Signaling | ABC-DLBCL IkBa-CBG/CBR reporter, luminescence ratio, 4 h | Potency, µM (highest dose often 46.1 µM), without a hit: at the top dose ratio change, negative = lower green/red ratio, usual class: inhibitors | hit rate 0.05% among 340,000; active = well fitted inhibition curve with a large enough effect in the signal ratio, with a control signal flat, not every such curve was filed as active; inconclusive = small, poorly fitted or top-dose-only effect, or effect the other way, or a change in a side signal; the % refers to the signal ratio;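 also: potency is read from the fitted curve at half-maximal effect; plate controls were basal doxycycline-induced cells for no effect and cells given 10 µM MG132 for full effect; MG132 reads +100%, hits lower the ratio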
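Cell line TMD8 (human ABC DLBCL), stably expressing tet-inducible CBG68-IkBa fusion and CBR; IMDM/0.5% FBS; cpd up to 46 uM; dox induction, 4 h, 37C/5% CO2; dual luminescence; green/red ratio; MG132 control.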
KCNH2 3.1 inh: qHTS for Inhibitors of KCHN2 3.1: Mutant qHTS; AID 720553, 2013; activity change, % (tested at about 1.8 µM); U2OS KCNH2 3.1, thallium flux FluxOr; stronger effect = lower value; Potassium voltage-gated channel subfamily H member 2, brain isoform KCNH2 3.1 (human); hit rate 0.95% among 340,000;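 active = maximum activity change below -70%; inconclusive = maximum activity change from -70% to -50%; inactive = maximum activity change above -50%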;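 also: thallium influx rate constant from kinetic fluorescence after stimulation buffer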
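Steps: virus added to U2OS suspension (4 h, RT, dark); medium with 10% FBS added, cells plated, 37 C overnight; FluxOr/Red40 loading buffer 45 min RT; stimulation buffer, 2 min kinetic read; rate constant normalized.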
* = called active by the depositor; ? = inconclusive; . = not tested or not shown. Unless noted, calls follow the shape of the dose curve; as a rule, active = well fitted curve in the direction sought with a large enough effect; inconclusive = small, poorly fitted or top-dose-only effect, or another doubt; inactive = no such curve, though single readings can be large; an effect the other way counts as inactive or inconclusive. Unless noted, % is scaled to controls: 0 for no effect and ±100 for the full control effect.

SMILES	Eya2 phos inh	Coupling enz	USP2a block	B2AR arrestin	uPA surface inh	KCNH2 WT inh	PKM2 activator	GALK inhibitor	Giardia kill	BCR signal inh	KCNH2 3.1 inh
C=CCN1C(=O)/C(=C2/Sc3ccccc3N2CCCS(=O)(=O)O)SC1=S	0%	0	2%	-0.6%	1%	-2	-1%	-14%	4	1%	-2
Clc1ccc(OCc2cn3cccnc3n2)c2ncccc12	24%	2	1%	-0.4%	-1%	2	-1%	0%	2	?	0
O=C(Nc1cccc(C(=O)N2CCOCC2)c1)c1cccnc1	8%	-3	0%	-1.7%	14%	-1	-7%	1%	6	5%	11
CCn1c(=O)cc(OCC(=O)Nc2cc(C)ccn2)c2ccccc21	-2%	1	4%	0.1%	2%	-1	0%	-1%	3	?	-18
Cc1ccc2c(c1)CCCN2C(=O)C1CCCO1 (stereo not given)	3%	-1	2%	0.2%	.	2	-5%	2%	-10	7%	-10
CCOC(=O)C1=NOC(CN(c2ccccc2)S(=O)(=O)c2ccc(Cl)cc2)C1 (stereo not given)	-1%	9	3%	0.1%	-5%	13	-1%	10%	-14	7%	.
COc1ccc(S(=O)(=O)N2CCOCC2)cc1NC(=O)CC(C)c1ccccc1 (stereo not given)	4%	.	-2%	-0.3%	14%	-4	.	.	-11	-1%	-18
CCOC(=O)c1c(S(=O)(=O)N2CCN(Cc3ccccc3)CC2)c(C)n(C)c1C	0%	-2	0%	0.8%	-2%	0	.	1%	-16	-4%	4
CCCCCCNc1nc(-c2ccc(OC)cc2)c(CCC(=O)O)s1	4%	1	5%	-0.4%	1%	3	8%	1%	-21	13%	11
O=C(CN1C(=O)NC(Cc2ccccc2)C1=O)Nc1ccccc1F (stereo not given)	-2%	.	0%	-0.4%	-8%	-11	.	.	13	3%	-4
CC(C)CN1CCN(C(=O)CCc2nnc(Cc3c[nH]c4ccccc34)o2)[C@@H](C)C1=O	4%	.	-1%	-0.1%	2%	-13	2%	-10%	-3	7%	13
COc1nc(C)ccc1-c1noc(-c2cccnc2)n1	-1%	4	2%	-0.4%	2%	-4	-5%	-4%	5	0%	25
CCOc1ccc(C2CC(c3ccc(F)cc3)Nc3nc(N)nn32)cc1 (stereo not given)	0%	4	6%	0.2%	-1%	8	-18%	-2%	-7	-3%	-4
O=C(CN1C(=O)C2CCCCC2C1=O)Nc1ccccc1N1CCCC1 (stereo not given)	5%	.	-1%	0.0%	2%	3	.	.	28	-4%	-1
Cc1ccc(CNCc2ccccc2Cl)cc1	-4%	-2	3%	-0.9%	3%	4	0%	-3%	-12	?	5
O=C(N/N=C/CCc1ccccc1)c1ccc(CN2c3cccc4cccc(c34)S2(=O)=O)cc1	4%	3	-5%	-0.5%	11%	18	-14%	3%	2	?	-78*
CCc1c(C)[nH]c2ccc(OC)cc2c1=S	5%	-3	10%	-0.6%	1%	7	5%	-2%	7	1%	5
CCCC(c1nnnn1CCc1ccccc1)N1CCN(C2CCCC2)CC1 (stereo not given)	17%	2	5%	0.2%	-2%	-18	-1%	0%	5	1%	0
Cc1ccc(-c2csc(N3N=C(c4ccccc4)/C(=C\c4ccc(N(C)C)cc4)C3=O)n2)cc1	-20%	4	-2%	-4.7%	.	.	5%	0%	.	-2%	.
CCn1cc([N+](=O)[O-])c(C(=O)Nc2nc3ccc(OC)cc3s2)n1	2%	12	0%	0.0%	-2%	.	3%	0%	-15	?	5
O=S1(=O)CCC(S(=O)(=O)N2CCCCCC2)C1 (stereo not given)	7%	6	3%	-0.4%	0%	3	-25%	0%	4	0%	-21
CC(C)(C)n1cnc2cc(NS(=O)(=O)c3ccc(Br)cc3)ccc21	15%	1	0%	-0.3%	-11%	-3	12%	4%	0	?	-24
O=C(c1ccco1)[C@@H]1[C@@H]2C(=O)N(c3ccc(F)cc3)C(=O)[C@@H]2[C@H]2C=Cc3ccccc3N21	3%	-8	1%	-1.6%	-7%	-4	?	-2%	-11	?	-4
O=C(NCCCN1CCOCC1)C1CCN(S(=O)(=O)c2c(Cl)cccc2Cl)CC1	-21%	1	3%	0.5%	5%	-2	1%	1%	3	1%	-19
N#Cc1ccc(COC(=O)CCc2c[nH]c3ccccc23)cc1	3%	.	-1%	-0.2%	-3%	-7	17%	-4%	5	1%	-2
CC(Sc1nnc(COc2ccc([N+](=O)[O-])cc2)n1C)C(=O)O (stereo not given)	-2%	3	4%	-1.3%	2%	14	1%	1%	9	8%	31
CCc1ccc(/C=C2\Oc3cc(OC(=O)N4CCOCC4)ccc3C2=O)cc1	-14%	-5	2%	-1.1%	2%	-4	-3%	-3%	?	0%	-4
O=C1CCC([N+](=O)[O-])C(c2cc(Br)ccc2F)N1 (stereo not given)	10%	0	0%	-0.4%	-3%	37	3%	.	6	0%	-7
Cc1ccc(C(O)c2ccc(-n3ccnc3)cc2)cc1 (stereo not given)	7%	1	3%	-0.7%	11%	13	.	2%	16	1%	-2
O=c1c2c([nH]n1-c1ccccc1)CCSC2	10%	-3	1%	0.0%	-1%	-1	.	4%	0	6%	-2
O=C(Nc1cccc(Cl)c1N1CCOCC1)c1ccc(Br)o1	-11%	.	4%	-0.5%	-21%	-5	-16%	5%	-4	7%	1
COc1cccc(CN2C(=O)C3(C(C#N)=C(N)OC4=C3C(=O)CCC4)c3ccccc32)c1 (stereo not given)	-17%	-1	-1%	0.3%	-7%	2	0%	-1%	-9	-7%	-6
CCOC(=O)C1CCN(Cc2cccc(OC)c2)CC1	5%	4	2%	0.3%	1%	2	-4%	2%	5	?	8
O=C(NCC1(O)CCCCC1)C1CCC(=O)N(Cc2ccccc2F)C1 (stereo not given)	5%	1	-1%	-0.8%	-12%	0	1%	3%	-1	5%	-1
Cc1cc(C)c2[nH]c(=O)c(CN(Cc3cccnc3)C(=S)NCCCN(C)C)cc2c1	-9%	1	-4%	-0.2%	1%	-3	5%	-1%	-3	-8%	14
CN(CC(=O)Nc1ccc(Cl)c(C(F)(F)F)c1)C(=O)C1CCCO1 (stereo not given)	11%	.	1%	-0.2%	-6%	5	.	.	-22	2%	15
CCN1CCN(C(=O)c2cnn3c(C(F)F)cc(-c4ccc(C)cc4)nc23)CC1	3%	1	2%	0.4%	-7%	16	-5%	0%	7	-1%	24
Cc1cc(C)nc(N/N=C/c2ccccc2Cl)n1	?	-1	-3%	-0.4%	9%	0	12%	-3%	-24	?	6
CC1CCC(NS(=O)(=O)c2ccc3c(c2)n(C)c(=O)c(=O)n3C)CC1 (stereo not given)	2%	7	-1%	-0.3%	1%	-11	1%	0%	1	4%	-11
Cc1nc2ccccc2cc1C(=O)Nc1ccccc1Cl	9%	2	3%	-0.2%	1%	3	-2%	10%	6	3%	1
Cc1ncc(C[n+]2csc(CCOC(=O)C34CC5CC(CC(C5)C3)C4)c2C)c(N)n1	7%	5	2%	-0.2%	6%	-2	-2%	10%	15	9%	-7
CCOc1ccccc1NC(=O)c1ccc2nc[nH]c2c1	1%	0	3%	0.4%	5%	2	2%	-3%	6	?	14
CN1C(=O)NC(c2ccc(O)cc2)C(C(=O)c2cccs2)C1(O)C(F)(F)F (stereo not given)	-6%	3	1%	0.3%	-2%	3	0%	-4%	-3	1%	9
COc1cc2nc(CN3CCN(S(=O)(=O)c4ccc(Cl)cc4)CC3)[nH]c(=O)c2cc1OC	10%	4	-2%	-0.2%	-2%	-3	0%	6%	23	5%	-10
C[C@H](CO)N1C[C@H](C)[C@@H](CN(C)Cc2ccc(Oc3ccccc3)cc2)Oc2c(NC(=O)c3ccncc3)cccc2C1=O	-15%	.	-9%	-2.8%	?	1	.	.	1	?	5
